Screening results as filed in PubChem.
L3MBTL1 inh = blocks human L3MBTL1; Q9Y468; AlphaScreen L3MBTL1–H3K9me1 peptide binding; Potency, µM (highest dose often 57.1 µM), for inactives: at the highest dose activity, negative = inhibition, actives largely listed as inhibitors; 230,000 tested, 0.66% active; AID 485360; note: % is set by controls: 0 for no effect and ±100 for the full control effect; nearly all actives have a fitted effect of over 60% in size
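Read-out is AlphaScreen signal from streptavidin donor and nickel chelate acceptor beads (10 ug/mL final each) bridging L3MBTL1 (50 nM) and biotinylated K9-monomethylated H3(1-15) peptide (75 nM), after 30 min compound exposure at room temperature.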
RECQ1 helicase = blocks DNA unwinding by human RECQ1. P46063. RECQ1 DNA unwinding, red fluorescence kinetic read. Potency, µM (series often up to 57.3 µM), inactives show top-dose activity, negative = inhibition, most hits filed as inhibitors. 240,000 tested, 0.54% active. AID 2549;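 note: plate controls were vehicle for no effect and no enzyme for full effect; nearly all actives have a fitted effect of over 30% in size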
Target sequence (P46063 whole entry, looked up): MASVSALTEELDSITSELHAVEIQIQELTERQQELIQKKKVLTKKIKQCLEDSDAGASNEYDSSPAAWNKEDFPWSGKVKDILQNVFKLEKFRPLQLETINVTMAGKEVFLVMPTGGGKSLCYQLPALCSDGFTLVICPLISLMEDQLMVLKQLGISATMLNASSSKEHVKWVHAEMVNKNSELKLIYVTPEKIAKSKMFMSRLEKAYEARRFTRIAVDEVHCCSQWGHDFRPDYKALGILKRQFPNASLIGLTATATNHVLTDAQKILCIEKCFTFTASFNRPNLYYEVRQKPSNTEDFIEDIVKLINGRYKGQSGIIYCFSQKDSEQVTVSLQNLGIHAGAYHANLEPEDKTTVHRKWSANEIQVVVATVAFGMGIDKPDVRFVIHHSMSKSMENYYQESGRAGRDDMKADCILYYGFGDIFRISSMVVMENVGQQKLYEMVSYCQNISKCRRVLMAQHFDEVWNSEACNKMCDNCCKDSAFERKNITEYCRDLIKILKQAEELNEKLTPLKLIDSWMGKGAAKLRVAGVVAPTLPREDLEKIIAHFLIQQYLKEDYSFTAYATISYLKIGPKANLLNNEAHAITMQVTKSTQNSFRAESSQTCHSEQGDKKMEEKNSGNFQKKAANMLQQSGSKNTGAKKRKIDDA
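50 nM RECQ1T1 preincubated 15 min with compound in Tris pH 8.0 buffer with MgCl2, DTT, Tween-20 and 2.5 ug/ml poly(dI-dC); started with 200 nM TAMRA/BHQ-2 forked duplex and 2 mM ATP. Unwinding read as fluorescence (525/598 nm), two reads 2 h apart.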
Tau fluor counter = counter-screen for tau fibril formation inhibitors. tau K18 P301L Alexa594 fluorescence, heparin fibrillization. Potency, µM (highest dose often 57.7 µM), for inactives: at the top dose activity change, negative = decrease. 280,000 tested, 0.93% active. AID 1463; note: % is set by controls: 0 for no effect and ±100 for the full control effect; nearly all actives have a fitted effect of over 55% in size
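Human tau K18 P301L (15 uM unlabeled, 0.24 uM Alexa 594-labeled) in 100 mM sodium acetate pH 7 with 20 uM heparin, 6 hr at 37 C. ThT 30 uM added, 1 hr ambient; Alexa 594 FP and total fluorescence read at 555/632 nm.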
Tau fibril FP = tau fibrillization inhibition (FP) | P10636 | K18 P301L tau heparin fibrillization, Alexa594 FP, 6 h | Potency, µM (series often up to 57.7 µM), for inactives: at the top dose activity, negative = inhibition, actives largely listed as inhibitors | 280,000 tested, 0.39% active | AID 1468; note: % is set by controls: 0 for no effect and ±100 for the full control effect; nearly all actives have a fitted effect of over 55% in size
Target sequence (P10636 561-689 P618L limits assumed): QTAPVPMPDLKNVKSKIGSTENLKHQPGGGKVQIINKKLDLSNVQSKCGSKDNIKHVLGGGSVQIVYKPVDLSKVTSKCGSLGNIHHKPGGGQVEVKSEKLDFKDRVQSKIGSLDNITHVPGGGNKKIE
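K18 P301L tau (15 uM unlabeled/0.24 uM Alexa 594-labeled, final) + compound + heparin 20 uM final; 100 mM NaOAc pH 7; 6 hr 37 C; ThT 30 uM final added, 1 hr RT; FP ex 555/em 632 nm.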
TexasRed fluor = alters Texas Red total fluorescence, flagging assay interference; 280,000 tested, 0.29% active; AID 1479; Potency, µM (series often up to 106 µM), for inactives: at the highest dose fluorescence change, negative = quenching; TRb/SRC2 Texas Red total fluorescence interference; active = well fitted curve in either direction with a large enough effect; inconclusive = small, poorly fitted or top-dose-only effect; note: % is set by controls: 0 for no effect and ±100 for the full control effect
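Human TRβ ligand-binding domain (0.6 uM) and Texas Red SRC2 peptide (20 nM) in Tris buffer with 1 uM T3 and 5% DMSO were incubated with pinned compound for 5 hr at ambient temperature. Total fluorescence was computed as S + 2P (555/632 nm).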
TRb SRC2 PPI = disrupts binding of human TR beta to SRC2; TRbeta-SRC2 peptide binding, fluorescence polarization; receptor liganded with 1 µM T3; Potency, µM (series often up to 106 µM), without a hit: at the top dose activity change, negative = inhibition, most hits filed as inhibitors; 280,000 tested, 0.065% active; P10828; AID 1469;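 note: plate controls were bound peptide for no effect and peptide without receptor for full effect; nearly all actives have a fitted effect of over 50% in size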
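Compounds were added to 0.6 uM TRb ligand-binding domain and 20 nM Texas Red-labeled SRC2 peptide in Tris buffer containing 1 uM T3, incubated 5 hr at ambient temperature, then read by fluorescence polarization.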
HTT ATP protect = Huntington cell model cytoprotection by ATP luminescence. PC12 HTT-Q103 induced, cytoprotection, ATP luminescence, 40 h. Potency, µM (highest dose often 56.4 µM), inactives show cytoprotection (ATP increase), hits mostly activators. 230,000 tested, 0.14% active;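 note: % of control where 0% means no effect; nearly all actives have a fitted effect of over 45% in size; toxic huntingtin expression switched on by the ecdysone agonist tebufenozide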
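Stable PC12 Q103-GFP cells in serum-supplemented, phenol red-free DMEM; induction by tebufenozide at 100 nM final; compound dose series; cell viability quantified luminescently from ATP.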
Tau ThT inhib = blocks human tau fibril formation measured by thioflavin T; Potency, µM (highest dose often 57.4 µM), without a hit: at the top dose activity, negative = inhibition, actives largely listed as inhibitors; recombinant tau K18 P301L (four-repeat tau fragment), heparin-induced fibrillization, ThT fluorescence; 270,000 tested, 2.1% active; P10636; note: % is set by controls: 0 for no effect and ±100 for the full control effect; nearly all actives have a fitted effect of over 55% in size
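Recombinant human tau K18 fragment […] carrying P301L, 15 uM unlabeled plus 0.24 uM Alexa 594-labeled, was fibrillized with 20 uM heparin in 100 mM sodium acetate pH 7 for 6 hr at 37 C; 30 uM ThT fluorescence read after 1 hr.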
The depositor's hits bear a star; i = inactive; ? = inconclusive; / = no result given; & = joins results of further samples; [ ] = another dose, or the depositor's remark. Unless noted, calls come from the whole dose curve; as a rule, active = well fitted curve in the direction sought with a large enough effect; inconclusive = small, poorly fitted or top-dose-only effect, or another doubt; inactive = no such curve, though single readings can be large; an effect the other way counts as inactive or inconclusive. Potency is the fitted concentration of half-maximal effect. These rows are one share of the data; the hit share may differ from the screen's.

SMILES | L3MBTL1 inh | RECQ1 helicase | Tau fluor counter | Tau fibril FP | TexasRed fluor | TRb SRC2 PPI | HTT ATP protect | Tau ThT inhib
CCC1(c2ccc(F)cc2)NC(=O)N(CC(=O)Nc2cc(S(=O)(=O)N(C)C)ccc2Cl)C1=O (stereo unspecified) | -9% | -4% | -19% | 5% | 4% | 8% | -2%[10 µM] | -7%
C=CCn1c(N)c(C(=O)OC(C)(C)C)c2nc3ccccc3nc21 | / | -10% | -23% | -13% | -1% | ? | -28% | ?
COc1ccc(C(=O)N2CCN(C(=O)c3ccncc3)CC2)cc1 | 0% | -12% | -1% | -7% | -1% | -12% | 15% | 0%
COc1ccc(NC(=O)CSc2nc3ccccc3c(=O)n2CCCN2CCC(C)CC2)c(OC)c1 | / | i | -8% | -1% | -4% | 0% | -47%[inhibitor] | 4%
O=C(NCC(c1ccc2c(c1)OCO2)N1CCOCC1)c1c(F)cccc1F (stereo unspecified) | / | / | -8% | -2% | -1% | 1% | / | -6%
O=C1CN(c2nc(-c3cccnc3)nc3sc4c(c23)CCCC4)CCN1 | / | -4% | -11% | -9% | -5% | -2% | -7% | ?
COc1ccc(-n2nc(C)cc2N)cc1 | 11% | -8% | 2% | 5% | -2%[53 µM] | 2%[53 µM] | 24%[10 µM] | 0%
S=C(c1ccc2c(c1)OCO2)N1CCCC1 | 13% | -6% | 6% | 1% | -2% | 0% | -3%[10 µM] | 3%
Cc1ccc(C(NC(=O)N2CC(C)OC(C)C2)C(Cl)Cl)cc1F (stereo unspecified) | 21% | -5% | 4% | 8% | 2% | -15% | 1%[10 µM] | 3%
O=C(COc1cccc(F)c1)Oc1ccc(C(=O)c2ccccc2)cc1 | -7% | 0% | -8% | 4% | 2% | -5% | / | -5%
Cc1ccccc1Cn1cnc2c(NS(C)(=O)=O)c(C)c(C)cc21 | -9% | 3% | -15% | -2% | -2% | -3% | -16%[10 µM] | -8%
O=C(Cn1ncn2nc(-c3cccs3)cc2c1=O)NCc1ccccc1Cl | / | / | 1% | -6% | 0% | 4% | / | -2%
CC1CCc2c(sc(NC(=O)c3ccc(-c4ccccc4[N+](=O)[O-])o3)c2C#N)C1 (stereo unspecified) | -1% | -8% | ? | 0% | -4% | 1% | -24% | ?
CC(=O)Nc1ccccc1Sc1ccccc1 | 8% | 7% | 2% | 2% | -6% | 5% | -9%[0.074 µM] | 9%
Cc1cc(C(=O)NCc2ccco2)on1 | -1% | -10% | -4% | -6% | -1% | -3% | 9% | -16%
CCCCCCCC1Cc2ccccc2C(C(C(=O)OC)C(=O)OC)N1C(=O)OC (stereo unspecified) | / | 0%[11.5 µM] | 0% | 6% | 1% | -6% | -21% | -2%
COc1ccc(CN(CC2CCC(C(=O)O)CC2)C(=S)Nc2ccccc2OC)cc1 (stereo unspecified) | / | 6% | -7% | -11% | -4% | -6% | -4% | -3%
CC(=O)OCC(=O)C1CCC2C3CCC4=CC(=O)CC[C@@]4(C)C3CC[C@]12C (stereo partly specified) | / | i | -12% | -9% | -2% | -1% | -87%[inhibitor] | -14%
CCOc1ccc(C(=S)NC2CCCCC2)cc1 | -1% | 1% | -18% | -1% | 1% | 13% | -47%[inhibitor] | ?
COc1cccc(NC(=O)N2CCN(C(=O)c3nsc4ccccc34)CC2)c1 | / | / | -10% | -4% | 0% | 3% | / | -11%
COc1cc(/C=N/O)cc(Cl)c1OC | 3% | -1% | 5% | 2% | 2% | -5% | -18%[10 µM] | 6%
N=C1C(c2nc3ccccc3[nH]2)=C(O)CN1c1ccccc1 | / | -9% | -19% | -5% | -3% | -10% | -30% | ?
CS(=O)(=O)Nc1ccc([N+](=O)[O-])cc1OC1CCCCC1 | / | -13%&-3% | -19%&-26% | -2%&-3% | 1%&-1% | 1%&-4% | 5% | ?
COc1ccc(-n2nc3c(N4CCC(C(=O)NC5CCCCC5)CC4)nnc(C)c3c2C)cc1 | / | / | 1% | -10% | 1% | -2% | / | -6%
O=C(CCn1cnc2ccccc2c1=O)Nc1cccc(Cl)c1 | -1% | -2% | -9% | -3% | 3% | 4% | 20% | -5%
Further entries follow.
SMILES | L3MBTL1 inh | RECQ1 helicase | Tau fluor counter | Tau fibril FP | TexasRed fluor | TRb SRC2 PPI | HTT ATP protect | Tau ThT inhib
Cn1cnc2c(N3CCCCC3)nccc21 | -8% | 3% | 2% | -3% | 0% | -1% | 0%[10 µM] | -3%
O=C(O)CCn1c(=O)[nH]c(=O)n(CCC(=O)O)c1=O | 10% | 6% | 0% | 1% | 0% | 2% | / | -4%
CCC(C)NC(=O)c1ccccc1NC(=O)/C(=C/c1ccc(OC)cc1)c1ccccc1 (stereo unspecified) | 8% | -16% | -23% | -1% | 6% | -3% | 1%[1.9 µM] | -17%
O=C(CC(c1ccco1)C1CCCCC1=O)c1ccco1 (stereo unspecified) | -9% | -5% | -7% | -4% | -5% | -5% | -11% | -16%
CCCn1c(SCC(=O)N2CC(=O)Nc3ccccc32)nc2ccccc21 | 1% | 0% | 5% | -2% | -1% | -4% | -2%[10 µM] | 8%
CCc1cccc(Oc2nn[nH]n2)c1 | -3% | -7% | 3% | -2% | -6% | -1% | -9% | -5%
Cc1ccc(NC(=O)Cn2c(=O)oc3ccccc32)cc1 | 8% | 8% | -3% | -4% | -1%[53 µM] | 7%[53 µM] | 23%[10 µM] | -1%
Cc1ccc(NC(=O)/C=C/c2ccco2)cc1F | / | / | -30% | ? | -3% | -1% | / | ?
c1ccc(-c2cc(-c3ccccc3)c3c(n2)-c2ccccc2OC3)cc1 | / | / | -25% | -11% | ? | 0% | / | -12%
CCCCCCCN1C2=NCCN2c2ccccc21 | 7% | -15% | -3% | 5% | -1% | -5% | 2%[10 µM] | -5%
CCC(=O)Nc1cccc(C2=NOC3(C2)C[C@@H](C(N)=O)N(C(=O)CC(c2ccccc2)c2ccccc2)C3)c1 (stereo partly specified) | / | -4% | -7% | 2% | 0% | -3% | 6%[10 µM] | -1%
Cc1ccc(S(=O)(=O)N(CCC(=O)O)c2ccccc2)cc1 | 9% | i | -4% | 3% | -3% | -5% | -6%[10 µM] | -3%
COc1ccc(C(=O)N2CC3(C)CC2CC(C)(C)C3)cc1 (stereo unspecified) | / | -4% | 0% | -1% | 0% | 4% | 4% | -4%
CCOC(=O)C1=C(N)Oc2c(oc(CO)cc2=O)C1c1ccc(F)c(F)c1 (stereo unspecified) | -3% | 4% | -8% | -4% | -1%[53 µM] | 3%[53 µM] | 21%[10 µM] | -4%
COC(=O)[C@H](C)[C@H]1C[C@]1(C)[C@H](NC(=O)OCc1ccccc1)c1ccccc1 | 29% | -1%&-8% | -2%&-10% | -1%&-4% | -1%&4% | 10%&12% | 8% | 5%&-15%
COc1ccc(-c2noc(COc3ccc(Cl)c(C)c3)n2)cc1 | 13% | -11% | -6% | -4% | -1% | -12% | -4% | ?
O=C(Nc1nnc(S(=O)(=O)N2CCN(c3ccc(F)cc3)CC2)s1)c1ccc(Cl)cc1 | / | / | -22% | -8% | ? | 2% | / | ?
COc1ccc(OCc2n[nH]c(=S)o2)cc1 | / | 10% | 12% | 8% | -4% | -7% | -2% | 8%
O=C(NNC(=O)c1ccccn1)c1cccc([N+](=O)[O-])c1 | 9% | 6% | 2% | 6% | -1% | -2% | / | 0%
CCOc1cc(CNCC(C)C)cc(Cl)c1OCc1ccccc1 | 14% | i | -9% | 6% | -2% | 7% | -8% | -7%
Cc1ccc(S(=O)(=O)c2cnc(SCC(=O)Nc3cc(C)cc(C)c3)nc2N)cc1 | / | / | -25% | ? | ? | -1% | / | ?
COc1ccc(-n2c(SCC(=O)OC(C)C)nnc2-c2ccccn2)cc1 | ? | i | 1% | 2% | -4% | 0% | 0% | -6%
CCOc1ccc(N(CC(=O)N/N=C/c2cc([N+](=O)[O-])ccc2Cl)S(C)(=O)=O)cc1 | / | -2% | ? | ? | -1% | 7% | -24% | -8%
COc1ccccc1-c1cc(C(=O)NC(C)C)no1 | -2% | -10% | -6% | -4% | -3% | -4% | 0% | -9%
CC(=O)Nc1ccc(S(=O)(=O)N2CCN(CCCOc3ccccc3Cl)CC2)cc1 | / | -2% | ? | ? | 0% | -1% | -11% | -10%
Cc1ccc(N(CC(=O)N2CCOCC2)S(=O)(=O)c2ccccc2)cc1 | 2% | -4% | -3% | -2% | -2% | -3% | -10% | -2%
COCC(C)NC(=O)CCc1nnc(C2(c3ccc(Cl)cc3)CCC2)o1 (stereo unspecified) | 4% | -10% | 2% | 2% | -3% | -8% | 24%[10 µM] | -2%
O=C(Nc1ccccc1)C1=C[C@H](c2ccccc2)C[C@H](OCc2ccc(CO)cc2)O1 | 3% | -16% | -19% | 6% | 0% | -3% | -6%[10 µM] | -9%
CCc1cc2c(=O)c(-c3ccc(F)cc3)c(C(F)(F)F)oc2cc1OCC(=O)O | 1% | -8% | 8% | 7% | 2% | -1% | -13% | 3%
Cc1onc(-c2ccccc2)c1C(=O)N(Cc1ccccn1)Cc1ccccn1 | 8% | i | -8% | -7% | 0% | 6% | 15%[10 µM] | -5%

Entries of single compounds as entered above. Values in the order: L3MBTL1 inh, RECQ1 helicase, Tau fluor counter, Tau fibril FP, TexasRed fluor, TRb SRC2 PPI, HTT ATP protect, Tau ThT inhib
Entry for `CCc1cccc(Oc2nn[nH]n2)c1` → -3%, -7%, 3%, -2%, -6%, -1%, -9%, -5%
Entry for `O=C(CC(c1ccco1)C1CCCCC1=O)c1ccco1` (stereo unspecified) → -9%, -5%, -7%, -4%, -5%, -5%, -11%, -16%
